TDP1 block = blocks human tyrosyl-DNA phosphodiesterase 1. Q9NUW8. recombinant TDP1, AlphaScreen DNA substrate cleavage. Potency, µM (highest dose often 130 µM), without a hit: at the highest dose activity change, negative = inhibition, usual class: inhibitors. 350,000 tested, 0.28% active. AID 485290; also: nearly all actives have a fitted effect of over 40% in size
Target sequence (Q9NUW8 whole entry, looked up): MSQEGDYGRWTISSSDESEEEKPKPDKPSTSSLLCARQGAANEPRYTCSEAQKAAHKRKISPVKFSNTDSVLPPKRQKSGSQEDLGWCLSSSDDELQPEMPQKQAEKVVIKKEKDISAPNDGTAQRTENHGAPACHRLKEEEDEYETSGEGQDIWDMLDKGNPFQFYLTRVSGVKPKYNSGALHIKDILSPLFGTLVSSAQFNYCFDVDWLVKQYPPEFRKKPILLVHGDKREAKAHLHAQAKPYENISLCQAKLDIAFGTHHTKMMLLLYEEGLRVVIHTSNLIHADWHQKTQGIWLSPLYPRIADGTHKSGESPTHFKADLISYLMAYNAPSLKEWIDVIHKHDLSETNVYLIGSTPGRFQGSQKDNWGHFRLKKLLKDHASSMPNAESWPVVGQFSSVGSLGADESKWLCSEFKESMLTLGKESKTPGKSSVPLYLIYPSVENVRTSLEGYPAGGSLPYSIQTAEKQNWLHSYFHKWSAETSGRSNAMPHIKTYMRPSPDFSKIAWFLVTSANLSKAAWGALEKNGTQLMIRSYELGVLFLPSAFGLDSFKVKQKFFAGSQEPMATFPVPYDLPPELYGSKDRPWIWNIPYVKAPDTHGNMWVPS
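Steps: enzyme plus compound, 15 min RT; add biotin/phosphotyrosine-FITC oligonucleotide (15 nM final), react 5 min; add donor/acceptor beads (10 ug/ml final), 10 min; read AlphaScreen. Tdp1 at 1 nM final.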
N370S GC = inhibitors or activators of N370S glucocerebrosidase for Gaucher disease. Potency, µM (series often up to 59.4 µM), inactives show at the top dose activity change, negative = inhibition, usual class: inhibitors. 330,000 tested, 0.092% active. N370S GC spleen homogenate, 4MU-glucoside fluorescence;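 also: 0% = full enzyme activity and -100% = no enzyme basal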
TDP1 cell noCPT = qHTS for Inhibitors of human tyrosyl-DNA phosphodiesterase 1 (TDP1): qHTS in cells in absence of CPT. AID 686978, 2013. Potency, µM (doses to about 46.2 µM), for the others: top-dose activity change, negative = growth inhibition, most hits filed as inhibitors. DT40 Tdp1-/- hTDP1 cells, no CPT, ATP luminescence, 48 h. 420,000 tested, 15% active; also: nearly all actives have a fitted effect of over 55% in size
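No-CPT arm: Tdp1-/-;hTDP1 DT40 cells (400/well) plus compounds, incubated ≥48 hr at 37 °C. Readout CellTiter-Glo luminescence.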
Starred values were filed as active, the others as inactive; ? = inconclusive; / = not tested or not shown; [ ] = another dose, or the depositor's remark. Calls follow the shape of the dose curve; as a rule, active = well fitted curve in the direction sought with a large enough effect; inconclusive = small, poorly fitted or top-dose-only effect, or another doubt; inactive = no such curve, though single readings can be large; an effect the other way counts as inactive or inconclusive. Unless noted, % is scaled to controls: 0 for no effect and ±100 for the full control effect; potency is read from the fitted curve at half-maximal effect.

Molecule	TDP1 block	N370S GC	TDP1 cell noCPT
C=CCSc1ncccc1C(=O)NCc1ccc(C)cc1	0%	7%	-1%
CN1CCN(CC(=O)N2N=C(c3cccs3)CC2c2ccco2)CC1 (configuration not stated)	-3%	-19%	-7%
CCn1nnc2cc(C(=O)N3CCC(C(=O)OC)CC3)ccc21	1%	/	-2%
CCn1c2c(c(=O)n3ncc(C(=O)N4CCN(c5ccc(Cl)cc5)CC4)c13)CN(Cc1ccc(OC)cc1)CC2	9%	/	1.6µM*
CCN(CC)C(=O)c1sc(N2C(=O)Nc3ccccc3N2O)c(C(=O)OC)c1C	-5%	-12%	24%
Cc1ccc(Nc2nc(NCC3CCCO3)nc(N)c2[N+](=O)[O-])cc1C (configuration not stated)	0%	2%	-12%
COc1cccc(C(C)NC(=O)C2CCCC2)c1 (configuration not stated)	4%	-1%	0%
C/C(Cl)=C\Cn1c(O)c(N=NC(N)=S)c2cc(Br)ccc21	12%	7%	1.6µM*
CC(NC(=O)C1CC2CCCC(C1)C2=O)c1ccccc1 (configuration not stated)	0%	3%	-9%
O=C(O)CCc1cc(I)c(O)c(I)c1	6%	-5%	-19%
C=C(C)C(O)/C=C/c1ccccc1OC (configuration not stated)	5%[21 µM]	-1%[12.8 µM]	/
COc1cc(CN2CCNC(=O)C2CC(=O)N2CCc3ccccc3C2)cc(OC)c1 (configuration not stated)	7%	0%	-27%
O=C(NCC1(N2CCCCC2)CCCCC1)c1cccc(NS(=O)(=O)c2ccccc2)c1	0%	-6%	-24%
O=C(NCc1ccc(Cl)cc1)c1cc2ccccn2n1	0%	13%	-14%
Cc1occc1-c1nnc(SCC(=O)NCCc2ccccc2)n1Cc1ccccc1	8%	-5%	21µM*
CCC1=C2CC[C@H]3C(=O)N(CC(=O)OC)C(=O)[C@H]3[C@H]2[C@@]2(Cc3ccccc3)C(=NCCOC)OC(=O)N2C1=O	7%	-10%	/
COc1ccc(-c2nnc(SCC(=O)Nc3ccc(Cl)cc3)s2)cc1	-1%	/	-19%
Cc1cccn2cc(-c3cccc(S(=O)(=O)N4CCCCC4)c3)nc12	2%[56.1 µM]	-1%	-29%
CC(OC(=O)c1cc(S(=O)(=O)N2CCOCC2)ccc1F)C(=O)NCc1ccc2c(c1)OCO2 (configuration not stated)	2%	-10%	0%
O=C(NN1C(=O)C2C3CCC(O3)C2C1=O)c1ccc(Cl)cc1 (configuration not stated)	-3%	2%	-1%
CCN(CC)c1ccc(CC(=O)NC(C)Cc2ccccc2)cc1 (configuration not stated)	7%	-26%	?
O=c1c(Cc2ccc(Cl)cc2)c(O)ccn1Cc1ccncc1	-1%	14%	-9%
CCOc1ccccc1CN1CCN(Cc2ccc(C)o2)CC1CCO (configuration not stated)	9%	6%	-27%
CCC(CC)NC(=O)C1CCN(S(=O)(=O)c2cccs2)CC1	6%	5%	-1%
Cc1ccccc1-n1cc(CNC(=O)CCc2nnc(CCc3ccccc3)o2)cn1	3%	20%	-16%

Molecule	TDP1 block	N370S GC	TDP1 cell noCPT
Cc1nc(C(F)(F)F)c(C(=O)N/N=C(\N)c2cccnc2)s1	5%	8%	13%
Cc1nc(Cc2ccc(OC(C)C)cc2)[nH]c(=O)c1CC(=O)O	0%	-1%	-7%
CCc1nc(SCc2ccc(C(=O)OC)o2)c2c(=O)n(C)c(=O)n(C)c2n1	-5%	26%	9.2µM*
Cc1c(C(=O)OCC(=O)N2CCCC2)cccc1[N+](=O)[O-]	10%	1%	-3%
Cc1ccc(NC(=O)C2CCN(C(=O)c3ccc(Cl)cc3)CC2)nc1	-3%[0.505 µM]	-6%	?
N#Cc1cc2c(nc1SCC(=O)Nc1sc3c(c1C#N)CCC3)CCC2	-3%	12%[12.8 µM]	-24%
CC(=O)Nc1ccc(S(=O)(=O)N2CCN(C34CC5CC(CC(C5)C3)C4)CC2)cc1	3%	2%	?
CC(/C=N\N1CCN(Cc2ccc(C)cc2)CC1)=C\c1ccccc1	3%	5%	-23%
Cc1oc(-c2ccccc2)cc1C(=O)Nc1cccc(C(=O)O)c1	2%	4%	-7%
O=C(c1ccc(F)cc1)c1ccc(CN2C(=O)c3ccccc3C2=O)o1	0%	27%	7%
CC(NC(=O)Cc1ccc(S(=O)(=O)N2CCCCC2)cc1)c1ccccc1 (configuration not stated)	1%	/	-6%
CCCN(CCC)CC(O)Cn1cc(/C=C/C(=O)c2ccc(OC)cc2)c2ccccc21 (configuration not stated)	0%	/	5.2µM*
Cc1cc(C)c2nc(NNC(=O)c3cc(=O)c4ccccc4o3)sc2c1	/	25%	?
COc1ccc(CCNC(=O)c2ccc(NS(=O)(=O)c3ccc4[nH]c(=O)[nH]c4c3)cc2)cc1OC	4%	-8%	8%
Cc1nc(N2CCN(C)CC2)c2sc(=S)n(C)c2n1	4%	10%	0%
CNS(=O)(=O)c1ccc(CCC(=O)N2CCN(c3ccccc3OC)CC2)cc1	6%	-6%	?
O=C(O)Cc1coc(-c2ccc(F)cc2)n1	-4%	1%	1%
CN(C1CCCCC1)S(=O)(=O)c1cccc(C#N)c1	-7%	0%	?
COCCn1nnnc1C(c1cccc(OC)c1OC)N1CCN(C2CCCCC2)CC1 (configuration not stated)	0%	-3%	-26%
CCCCn1c(N)c(N(CCOC)C(=O)CSc2nnc(-c3ccc(C(C)(C)C)cc3)n2N)c(=O)[nH]c1=O	0%	-2%	-14%
Cc1ccc(C)c(/C=C/C(=O)c2ccccc(=O)c2O)c1	9%	2%	6.5µM*
CSC1=NC(C)(C)C=C(/C=C/c2c(Cl)cccc2Cl)N1	3%	-10%	4%
OCCN1CCN(C(=S)NCCc2ccccc2)CC1	5%	-4%	-6%
CCCCc1ccc(NC(=S)Nc2cccnc2)cc1	0%	-1%	-18%
CCNc1nc(CC)nc2c1oc1ccccc12	6%	9%	-19%

Reprinted at random: 4 entries already listed.
Molecule	TDP1 block	N370S GC	TDP1 cell noCPT
Cc1ccccc1-n1cc(CNC(=O)CCc2nnc(CCc3ccccc3)o2)cn1	3%	20%	-16%
CCCCn1c(N)c(N(CCOC)C(=O)CSc2nnc(-c3ccc(C(C)(C)C)cc3)n2N)c(=O)[nH]c1=O	0%	-2%	-14%
COc1ccc(-c2nnc(SCC(=O)Nc3ccc(Cl)cc3)s2)cc1	-1%	/	-19%
CCc1nc(SCc2ccc(C(=O)OC)o2)c2c(=O)n(C)c(=O)n(C)c2n1	-5%	26%	9.2µM*

(further entries)
Molecule	TDP1 block	N370S GC	TDP1 cell noCPT
CCC1CN(C(=O)N2CCC(C(=O)NCCN(CC)CC)CC2)c2ccccc2O1 (configuration not stated)	3%	/	4%
CCOc1ccc(C(=O)N2CCc3cc(OC)c(OC)cc3C2)cc1OCC	5%	5%	29µM*
CNc1nc(Cl)c(SC)c(NCc2ccc(F)cc2)n1	/	2%	?
c1ccc(N2CCN(c3nnc(Cc4cccnc4)c4ccccc34)CC2)nc1	6%	9%	?
c1ccc(CN=C2NN=C(c3cc4ccccc4o3)CS2)cc1	7%	1%	-7%
O=C(Cc1ccc(Cl)cc1)Nc1cccc(-c2nnc(-c3ccco3)o2)c1	0%	-2%	?
CC1SCC(=O)N(CC(=O)Nc2ccc3c(c2)OCO3)C1=O (configuration not stated)	2%	-3%	1%
CCOC(=O)C1=C(COC(=O)CNC(=O)c2cccc(C)c2)NC(=O)NC1C (configuration not stated)	/	-4%	6%
CN1CCN(C(=O)c2cc(COc3ccccc3)on2)[C@@H](c2ccccc2)C1	3%	-22%	?
CN(C(=O)CSc1nc2ccc(Br)cc2c(=O)n1Cc1ccco1)C1CCS(=O)(=O)C1 (configuration not stated)	6%	-3%	?
COc1cccc(-c2coc3ccc(Br)cc3c2=O)c1	3%	4%	/
CC1=C(C)C(OCCCl)N(c2cc(O)c(Cl)cc2F)C1=O (configuration not stated)	5%	2%	24%
O=C(NCCCN1CCOCC1)C(=O)N/N=C/c1ccccc1	-5%	7%	24%
Clc1ccccc1/C=C/C=N/Nc1nc(N2CCOCC2)nc(N2CCOCC2)n1	6%	-29%	23µM*
COc1ccc(C(=O)NCc2ccc3c(c2)OCO3)c(OC)c1	/	-4%	?
O=Cc1c(Cl)nc2ccccn2c1=O	/	2%	16µM*
CC(=O)Nc1ccc(S(=O)(=O)NCC(=O)OCC(=O)N2CC(C)OC(C)C2)cc1 (configuration not stated)	0%	/	2%
C=CCn1c(SCC(=O)Nc2ccccc2)nc2scc(-c3cccs3)c2c1=O	3%	29%	?
Nc1nonc1C(=O)N/N=C\c1cc2c(cc1Cl)OCO2	-10%	0%	22%
CCN(CC)C(=O)CSc1ncnc2sc(-c3ccccc3)cc12	5%	20%	?
Cc1ccc(S(=O)(=O)NC(=O)Nc2ccccc2)cc1	2%	3%	-2%
CCc1ccc2c(CN3CCN(Cc4ccccc4)CC3)cc(=O)oc2c1	1%	-7%	?
O=c1[nH]c(=O)n(Cc2ccco2)c2c1C(C(F)(F)F)(C(F)(F)F)N=C(CCc1ccccc1)N2	3%	4%	?
COc1ccc(-c2csc(NC(=O)C3CCN(c4ncnc5sc(C)c(C)c45)CC3)n2)cc1OC	-8%	-5%	2.6µM*
COc1ccc(C(=O)Nc2ccc(C)cn2)cc1S(=O)(=O)N1CCCc2ccccc21	4%	-5%	?
CC(C)n1cnc2c(NCc3ccc(S(N)(=O)=O)cc3)nc(NCc3ccc(S(N)(=O)=O)cc3)nc21	4%	10%	-1%

Filtered by structure, the compounds so far with a furan ring, fused or not
Molecule	TDP1 block	N370S GC	TDP1 cell noCPT
CN1CCN(CC(=O)N2N=C(c3cccs3)CC2c2ccco2)CC1 (configuration not stated)	-3%	-19%	-7%
Cc1occc1-c1nnc(SCC(=O)NCCc2ccccc2)n1Cc1ccccc1	8%	-5%	21µM*
CCOc1ccccc1CN1CCN(Cc2ccc(C)o2)CC1CCO (configuration not stated)	9%	6%	-27%
CCc1nc(SCc2ccc(C(=O)OC)o2)c2c(=O)n(C)c(=O)n(C)c2n1	-5%	26%	9.2µM*
Cc1oc(-c2ccccc2)cc1C(=O)Nc1cccc(C(=O)O)c1	2%	4%	-7%
O=C(c1ccc(F)cc1)c1ccc(CN2C(=O)c3ccccc3C2=O)o1	0%	27%	7%
CCNc1nc(CC)nc2c1oc1ccccc12	6%	9%	-19%
c1ccc(CN=C2NN=C(c3cc4ccccc4o3)CS2)cc1	7%	1%	-7%
O=C(Cc1ccc(Cl)cc1)Nc1cccc(-c2nnc(-c3ccco3)o2)c1	0%	-2%	?
CN(C(=O)CSc1nc2ccc(Br)cc2c(=O)n1Cc1ccco1)C1CCS(=O)(=O)C1 (configuration not stated)	6%	-3%	?
O=c1[nH]c(=O)n(Cc2ccco2)c2c1C(C(F)(F)F)(C(F)(F)F)N=C(CCc1ccccc1)N2	3%	4%	?

These rows are one share of the data, so the mix of outcomes need not match the whole.
